Tb PFK inh: qHTS Assay to Find Inhibitors of T. brucei phosphofructokinase; ATP-dependent 6-phosphofructokinase (Trypanosoma brucei brucei), O15648; T. brucei PFK, ADP-Glo luminescence; Potency, µM (top dose mostly 57.5 µM), for inactives: at the top dose activity, negative = inhibition, usual class: inhibitors; 330,000 compounds, 0.17% hits; AID 485367, 2010;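 further: potency means the concentration at half of the fitted maximal effect; 0% = uninhibited 1x PFK enzyme wells and -100% = no-enzyme wells; nearly all actives have a fitted effect of over 60% in size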
Target sequence (O15648 whole entry, looked up): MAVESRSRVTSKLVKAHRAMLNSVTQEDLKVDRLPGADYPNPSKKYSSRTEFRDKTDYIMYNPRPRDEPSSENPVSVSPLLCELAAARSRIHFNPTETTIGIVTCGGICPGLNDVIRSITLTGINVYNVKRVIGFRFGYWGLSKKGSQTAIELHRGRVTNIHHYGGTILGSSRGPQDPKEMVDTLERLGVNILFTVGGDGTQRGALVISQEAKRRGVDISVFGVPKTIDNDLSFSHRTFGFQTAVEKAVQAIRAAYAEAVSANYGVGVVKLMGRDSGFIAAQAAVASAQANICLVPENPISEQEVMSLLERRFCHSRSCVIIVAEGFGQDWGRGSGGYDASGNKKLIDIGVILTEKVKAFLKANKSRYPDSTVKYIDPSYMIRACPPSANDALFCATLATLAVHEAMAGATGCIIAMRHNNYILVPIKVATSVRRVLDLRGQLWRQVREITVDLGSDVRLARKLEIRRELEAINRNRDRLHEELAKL
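ADP-Glo luminescence quantified ADP after 45 min at room temperature, with 1.25 nM T. brucei PFK, 0.1 mM ATP and 0.5 mM fructose-6-phosphate in pH 8.0 TEA buffer. qHTS titrations up to 57 µM; curves classified by quality.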
Rab9 promoter act: qHTS Assay for Rab9 Promoter Activators; Potency, µM (doses to about 9.22 µM), without a hit: top-dose activation, negative = inhibition, usual class: activators; 320,000 compounds, 2.8% hits; Huh7 Rab9 promoter-luciferase reporter, luminescence, 24 h; further: potency means the concentration at half of the fitted maximal effect; % of control where 0% means no effect; nearly all actives have a fitted effect of over 60% in size
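Huh7 cells stably carrying Rab9 promoter–luciferase reporter, plated 1500 cells/well, compound added after 2 h and incubated 24 h at 37 °C; luciferase luminescence then read after 10 min with detection reagent.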
ELG1 DNA repair: qHTS screen for small molecules that inhibit ELG1-dependent DNA repair in human embryonic kidney (HEK293T) cells expressing luciferase-tagged ELG1; HEK293T ELG1-luciferase reporter, luminescence, 16 h; DNA damage induced by 5-fluorouridine; Potency, µM (series often up to 46.1 µM), without a hit: top-dose activity change, negative = inhibition, hits mostly inhibitors; 330,000 compounds, 2.3% hits; AID 504467, 2011; further: potency means the concentration at half of the fitted maximal effect; on the % scale 0 is the no-effect control and ±100 the full control effect; nearly all actives have a fitted effect of over 55% in size
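Step one: seed 2,000 cells per well. Step two: pin-transfer compound or DMSO alongside 5-fluorouridine. Step three: incubate 16 hr, 37 °C, 5% CO2. Step four: add ONE-Glo, wait 30 min, read luminescence.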
TRPV1 ag: HTS Assay for Compounds that Act as Agonists of the Vanilloid Receptor 1; Transient receptor potential cation channel subfamily V member 1 (Homo sapiens), Q8NER1; TRPV1-expressing cells, Fluo-8 calcium influx, agonist mode; activation, % at 8.33 µM; 320,000 compounds, 0.19% hits; in the data active means activation above about 80%; inconclusive means between about 30% and that limit; further: 0% is about no effect
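Fluo-8 calcium influx in TRPV1-expressing cells, kinetic read (ex 480/em 520 nm). Compound added and read 3 min for agonist activity, followed by capsaicin at EC20 final and 2 min further read for enhancement.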
ELG1 genotoxic: qHTS screen for small molecules that induce genotoxicity in human embryonic kidney (HEK293T) cells expressing luciferase-tagged ELG1; HEK293T ELG1-luciferase reporter, luminescence, 16 h; 330,000 compounds, 1.3% hits; Potency, µM (doses to about 46 µM), inactives show top-dose activity change, positive = activation, most hits filed as activators; further: potency means the concentration at half of the fitted maximal effect; % of control where 0% means no effect; nearly all actives have a fitted effect of over 60% in size
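Genotoxic stress is detected as increased luminescence from luciferase-tagged ELG1 in HEK293T cells, measured with ONE-Glo after a 16 hr treatment at 37 °C.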
BRCA1 expr up: qHTS Assay to Identify Small Molecule Activators of BRCA1 Expression. MCF7-BRCA1-FFLuc reporter, luminescence, 48 h; response scale: scaled: vehicle 0%, 10 µM genistein 100%. Potency, µM (doses to about 46.1 µM), inactives show at the top dose activation, usual class: activators. 380,000 compounds, 1.1% hits; further: potency means the concentration at half of the fitted maximal effect; nearly all actives have a fitted effect of over 80% in size; some results filed as inactive show a strong effect at the top dose
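Activators of BRCA1 expression were detected as increased firefly luciferase luminescence in engineered MCF7 cells after 48 h compound incubation. Signals were scaled to genistein 10 microM as full activation.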
p53 reactivation: qHTS assay for re-activators of p53 using a Luc reporter. 320,000 compounds, 0.063% hits. Potency, µM (highest dose often 92.2 µM), for the others: at the highest dose activity change, positive = activation, most hits filed as activators. H1299 p53-A138V BP100-luciferase reporter, luminescence, 24 h; further: potency means the concentration at half of the fitted maximal effect; % of control where 0% means no effect; nearly all actives have a fitted effect of over 45% in size
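H1299 (p53-null), stable ts p53-A138V + BP100-Luc; 1000 cells/well, Opti-MEM/10% FBS; cpd 4 pt, 1:5; 24 h, 37 deg C, 5% CO2; detection reagent 10 min RT; luminescence.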
RORgamma inh: qHTS for inhibitors of ROR gamma transcriptional activity. Nuclear receptor ROR-gamma (Mus musculus), P51450. 310,000 compounds, 5.4% hits. Drosophila S2 Gal4-RORgamma UAS-luciferase reporter, 20 h. Potency, µM (doses to about 53.6 µM), without a hit: at the top dose activity change, negative = inhibition, actives largely listed as inhibitors; further: potency means the concentration at half of the fitted maximal effect; on the % scale 0 is the no-effect control and ±100 the full control effect; nearly all actives have a fitted effect of over 60% in size
Target sequence (P51450 whole entry, looked up, the tested form may be a part): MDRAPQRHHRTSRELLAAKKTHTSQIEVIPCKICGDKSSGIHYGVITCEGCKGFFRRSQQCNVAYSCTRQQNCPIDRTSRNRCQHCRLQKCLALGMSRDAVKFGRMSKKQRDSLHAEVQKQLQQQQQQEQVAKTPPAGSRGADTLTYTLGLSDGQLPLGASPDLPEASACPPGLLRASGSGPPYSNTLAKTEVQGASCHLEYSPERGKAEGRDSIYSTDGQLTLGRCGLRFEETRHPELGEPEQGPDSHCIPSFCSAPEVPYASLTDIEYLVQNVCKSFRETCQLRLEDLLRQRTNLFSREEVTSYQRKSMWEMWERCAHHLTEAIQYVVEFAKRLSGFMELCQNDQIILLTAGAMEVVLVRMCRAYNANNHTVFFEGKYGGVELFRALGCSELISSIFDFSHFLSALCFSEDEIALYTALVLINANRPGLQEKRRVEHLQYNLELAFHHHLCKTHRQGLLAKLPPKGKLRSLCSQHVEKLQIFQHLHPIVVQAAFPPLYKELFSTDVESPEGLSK
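Luminescence from a UAS-regulated Photinus luciferase reporter in stably transfected Drosophila Schneider cells is measured; decreased signal marks ROR gamma inhibition. Fusion expression is induced by 700 uM copper sulfate for 20 hr.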
Gal4-VP16 FLuc: VP16 counterscreen qHTS for inhibitors of ROR gamma transcriptional activity. 310,000 compounds, 3.5% hits. AID 2546, 2010. Drosophila S2 Gal4-VP16 UAS-luciferase, luminescence, 20 h. Potency, µM (doses to about 53.6 µM), for inactives: at the highest dose activity, negative = inhibition, actives largely listed as inhibitors;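 further: Gal4-VP16 expression switched on by copper sulfate through the metallothionein promoter; potency means the concentration at half of the fitted maximal effect; on the % scale 0 is the no-effect control and ±100 the full control effect; nearly all actives have a fitted effect of over 50% in size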
FLuc counter: qHTS profiling assay for firefly luciferase inhibitor/activator using purifed enzyme and Km concentrations of substrates (counterscreen for miR-21 project); Potency, µM (doses to about 57.5 µM), without a hit: top-dose activity change, negative = inhibition, hits mostly inhibitors; AID 588342, 2011; purified FLuc, Km substrates, luminescence inhibition; Luciferin 4-monooxygenase (Photinus pyralis), P08659; 360,000 compounds, 6.9% hits;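 further: potency means the concentration at half of the fitted maximal effect; plate controls were vehicle for no effect and reference inhibitor for full effect; nearly all actives have a fitted effect of over 55% in size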
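Purified P. pyralis luciferase (10nM final) with 10uM D-luciferin and 10uM ATP (Km levels) in 50mM Tris acetate pH 7.5, 10mM Mg acetate, 0.01% Tween-20, 0.05% BSA; qHTS 6-point titration, ~60 µM downward; luminescence read.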
NPC1 prom act: qHTS Assay for NPC1 Promoter Activators | Huh7 NPC1 promoter luciferase reporter, 24 h | Potency, µM (highest dose often 9.22 µM), for inactives: at the highest dose activation, hits mostly activators | 320,000 compounds, 2.4% hits | AID 485313, 2010;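 further: potency means the concentration at half of the fitted maximal effect; % of control where 0% means no effect; nearly all actives have a fitted effect of over 60% in size; reporter is driven by a mutant NPC1 promoter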
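NPC1 promoter–luciferase Huh7 cells; 24 h compound; luminescence.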
* hit, by the source's call; ? = inconclusive; . = no result given; & = joins results of further samples. Unless noted, the call rests on the fitted dose curve; in most records, active means well fitted curve in the direction sought with a large enough effect; inconclusive means small, poorly fitted or top-dose-only effect, or another doubt; inactive means no such curve, though single readings can be large; an effect the other way counts as inactive or inconclusive.

The first 2 entries (preview)
SMILES	Tb PFK inh	Rab9 promoter act	ELG1 DNA repair	TRPV1 ag	ELG1 genotoxic	BRCA1 expr up	p53 reactivation	RORgamma inh	Gal4-VP16 FLuc	FLuc counter	NPC1 prom act
CCCn1c(SCC(=O)Nc2cc(Cl)ccc2OC)n[nH]c1=O	1.7%	6.2%	?	-12.4	-3.0%	-26.9%	-5.5%	16.4%	-2.5%	3.2%	-2.9%
Cc1nn(CC(C)C)c(=S)[nH]c1=O	-0.4%	-8.6%	11.2%	1.7	-3.6%	1.4%	-2.4%	?	-5.1%	0.3%	-4.1%

The whole of this part, from the start:
SMILES	Tb PFK inh	Rab9 promoter act	ELG1 DNA repair	TRPV1 ag	ELG1 genotoxic	BRCA1 expr up	p53 reactivation	RORgamma inh	Gal4-VP16 FLuc	FLuc counter	NPC1 prom act
CCCn1c(SCC(=O)Nc2cc(Cl)ccc2OC)n[nH]c1=O	1.7%	6.2%	?	-12.4	-3.0%	-26.9%	-5.5%	16.4%	-2.5%	3.2%	-2.9%
Cc1nn(CC(C)C)c(=S)[nH]c1=O	-0.4%	-8.6%	11.2%	1.7	-3.6%	1.4%	-2.4%	?	-5.1%	0.3%	-4.1%
CCOC(=O)c1ncn2c1[C@@H]1CCNC1C(=O)c1cc(OC)ccc1-2 (some centres not stated)	-0.7%	-1.3%	7.1%	-3.7	13.9%	-10.7%	-0.3%	.	.	3.1%	0.9%
Cc1ccc(NS(=O)(=O)N(C)C)cc1	-1.6%	1.6%	-3.1%	1.3	-0.2%	6.3%	2.8%	-17.0%	3.8%	4.7%	-0.5%
CCN1CCN(Cc2ccc(NC(=O)c3ccc(C)c(NC(=O)c4cccc5[nH]ccc45)c3)cc2C(F)(F)F)CC1	4.5%	20.2%	?	0.9	9.3%	-51.3%&0.0%	6.3%	6.31µM*	-13.3%	?	8.6%
O=c1cc(CN2CCN(Cc3ccccc3)CC2)c2cc(Cl)ccc2o1	-7.7%	0.2%	0.3%	0.8	-0.3%	-5.9%	-0.9%	5.4%	-4.8%	3.3%	-2.8%
CC(C)C(=O)Nc1cccc(C(=O)NCc2ccc3c(c2)OCO3)c1	-4.9%	0.8%	?	-2.9	-5.6%	-18.5%	2.6%	-12.5%	0.3%	2.8%	-2.9%
COc1cc(CN2CCN(S(=O)(=O)c3ccc(F)cc3)CC2)cc(OC)c1OC	-6.1%	-10.4%	-24.6%	4.1	-1.2%	-12.8%&1.4%	-3.4%	4.5%	-0.9%	4.0%&-4.9%	0.6%
COc1ccc(N2CCN(c3nc4ccccc4nc3NS(=O)(=O)c3ccccc3)CC2)cc1	2.9%	-2.0%	-19.9%	0.1	-5.5%	5.4%	-2.8%	49.1%	0.0%	-1.1%	-1.1%
O=C(CCc1nc2ccccc2s1)OCc1ccccc1	-3.9%	9.1%	-0.7%	11.8	-0.4%	-23.7%	1.1%	25.4%	-11.2%	-18.3%	-1.0%
O=C(NCc1ccccc1)c1ncn(Cc2ccccc2)c1C(=O)NCc1ccccc1	1.5%	-2.1%	?	4.8	-0.2%	-5.2%	2.0%	.	.	1.2%	-0.9%
CCC1CCCCN1C(=O)CSc1nc(N)cc(N)n1 (configuration not stated)	-0.4%	-1.6%	2.6%	1.8	-4.3%	11.0%	-1.6%	-17.7%	7.2%	4.0%	-3.1%
CCn1c(=S)sc2c(=O)n(-c3ccccc3)c(SCC(=O)NCc3ccco3)nc21	-4.6%	6.4%	-7.3%	4.2	3.5%	-5.1%	-5.1%	?	-1.8%	-7.1%	1.7%
Oc1ccccc1N1CCN(CC(O)COCc2ccccc2Cl)CC1 (configuration not stated)	-4.1%	2.1%	3.6%	2.1	-3.5%	-15.9%	14.9%	13.9%	7.2%	1.7%	-2.9%
CCN(CC)S(=O)(=O)c1cc(NC(=O)c2ccc3c(c2)NC(=O)C(C)S3)ccc1C (configuration not stated)	-5.5%	-15.9%	?	?	-6.0%	-46.4%	-5.8%	.	.	-18.2%	-6.4%
CC(=O)c1c(C)[nH]c(C(=O)OCC(=O)NCc2cccs2)c1C	3.4%	1.7%	?	-0.8	?	-19.9%	?	.	.	?	-4.2%
COC(=O)CCN(C(=O)c1ccc(Cl)c([N+](=O)[O-])c1)c1ccccn1	0.0%	10.5%	19.4%	1.0	0.3%	-18.5%	17.2%	5.6%	2.9%	-3.2%	5.6%
O=C(c1ccco1)N1CCN(C(=O)c2cc(-c3ccccc3F)no2)CC1	0.2%	26.7%	?	0.6	?	?	9.1%	28.9%	28.8%	13.5µM*	?
COc1cccc(CNC2CCCc3ccccc32)c1OC (configuration not stated)	-2.6%	3.2%	10.1%	4.8	-1.3%	-21.4%	8.6%	-8.4%	1.5%	-0.6%	-3.3%
Cc1cc(Cl)ccc1-n1c(-c2cccnc2)n[nH]c1=S	1.6%	12.9%	8.0%	.	-1.5%	-7.8%	0.1%	?	?	-1.9%	-4.0%
Cc1ccccc1S(=O)Cc1ccc(C(=O)NC2CCN(Cc3ccccc3)CC2)o1 (configuration not stated)	-4.1%	-11.5%	10.0%	-0.8	-8.4%	-20.1%	-2.7%	-5.4%	-4.7%	0.0%	-4.7%
O=C(c1cccs1)N1CC=C(c2ccccc2)CC1	-12.9%	25.0%	?	?	-2.7%	37.2%	?	.	.	-15.6%	12.8%
O=C(COc1ccc(Cl)cc1)NCCCn1ccnc1	-4.6%	-6.2%	2.0%	2.1	2.8%	-12.9%	1.9%	-37.7%	-3.7%	2.4%	4.1%
CCOCCCNC(=O)c1cn2c3c(ccc(Cl)c3c1=O)OC(C)C2 (configuration not stated)	5.1%	-1.8%	6.8%	-0.7	0.0%	-0.9%	8.4%	-16.3%	1.1%	2.2%	-0.6%
Cc1nc2ncnn2c(C)c1CCC(=O)N1CCCCC1	-3.2%	1.5%	3.1%	-5.0	-2.5%	1.9%	2.8%	-12.3%	-2.6%	-0.7%	-2.5%

Carrying on:
SMILES	Tb PFK inh	Rab9 promoter act	ELG1 DNA repair	TRPV1 ag	ELG1 genotoxic	BRCA1 expr up	p53 reactivation	RORgamma inh	Gal4-VP16 FLuc	FLuc counter	NPC1 prom act
O=c1c2ccccc2cnn1Cc1cccc(Br)c1	-9.9%	6.0%	12.3%	25.7	-0.1%	32.9%	-1.1%	20.2%	-18.0%	-10.1%	-3.2%
Cc1cc(Nc2nc3ccccc3nc2Cl)n(-c2ccccc2C)n1	6.7%	-5.4%	-1.2%	7.0	-1.6%	-1.4%	22.6%	?	-0.8%	-1.2%	-2.5%
Cc1cc(C)c(C(=O)OCC(=O)NC(=O)c2ccccc2)c(C)c1	-1.1%	0.6%	-5.9%	?	1.3%	-8.3%	8.4%	.	.	1.5%	0.4%
CCOC(=O)c1csc(NC(=O)c2ccc3c(c2)OCCO3)n1	-1.1%	?	?	0.5	1.1%	-52.2%	-3.6%	-38.1%	-28.8%	3.79µM*	?
CCn1c(SC(C)C(=O)O)nnc1-c1cccnc1 (configuration not stated)	2.5%	-0.7%	0.9%	-8.0	-5.0%	1.1%	2.1%	5.6%	-8.3%	5.6%	-0.2%
CC1(C)Cc2c(cnn2-c2ccc(F)cc2)C(NC(=O)C2=NNC(=O)CC2)C1 (configuration not stated)	-3.8%	22.1%	?	?	12.3%	50.8%	?	18.9%	-3.4%	?	-2.4%
CCN(CC)CCCNC(=O)C1c2ccccc2C(=O)N(C)C1c1ccc(OC)cc1 (configuration not stated)	-0.2%	1.2%	2.0%	0.8	1.3%	23.0%	0.4%	6.3%	-6.8%	3.0%	0.1%
CCCCCCC(=O)Nc1ccc(C(=O)N/N=C/c2cccnc2)cc1	1.6%	-1.6%	-18.2%	85.7*	1.2%	9.9%	-2.5%	-25.6%	-0.9%	-0.5%	?
Cc1ccc(NC(=O)CCOc2ccccc2C)cc1F	-7.7%	13.5%	?	?	5.3%	?	5.0%	28.8%	-19.8%	?	7.7%
Cn1c(/C=C/c2cccc([N+](=O)[O-])c2)nc2ccccc2c1=O	-4.0%	1.0%	-3.1%	-1.5	4.1%	0.3%	1.9%	3.4%	1.9%	-1.8%	-3.1%
CCCOC(=O)C1C2C=CC(C2)C1C(=O)OCC(=O)c1ccccc1 (configuration not stated)	0.0%	-5.5%	1.7%	20.8	-1.5%	-19.3%	-3.1%	3.9%	8.5%	0.5%	0.6%
